GalR3 antag: GalR3 antagonists in HEK293 cells, primary screen, cell-based, fluorescence readout; HEK293 GalR3-CNG cAMP membrane potential fluorescence; galR3 body fused to GalR1 C-terminus; inhibition, % at 3 µM; actives 0.44% (n = 360,000); AID 651719, 2012;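 active = inhibition above the screen-wide average plus 3 SD, cut at about 13% in these data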;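 also: forskolin and galanin both at EC90 stimulate the cells; cAMP rise reported by CNG channel membrane potential dye signal; 0% = forskolin plus galanin with DMSO and 100% = forskolin alone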
Target sequence (O60755 1-299 limits assumed): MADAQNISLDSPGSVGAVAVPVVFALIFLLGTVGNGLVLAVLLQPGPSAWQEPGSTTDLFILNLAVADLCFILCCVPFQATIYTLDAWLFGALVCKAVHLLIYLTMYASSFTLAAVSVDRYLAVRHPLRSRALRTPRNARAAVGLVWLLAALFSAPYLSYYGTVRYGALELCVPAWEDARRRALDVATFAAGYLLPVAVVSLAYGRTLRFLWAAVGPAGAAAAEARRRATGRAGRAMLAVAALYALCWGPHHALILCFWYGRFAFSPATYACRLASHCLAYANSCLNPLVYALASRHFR
CRFR2-BP ag: agonists of CRF-BP/CRF-R2 complex, primary screen, cell-based, HEK293, calcium dye fluorescence, uHTS | actives 0.46% (n = 350,000) | AID 588473, 2011 | activation, % at 13.2 µM | calcium dye fluorescence (FLIPR); percent of saturating CRF peptide response;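 active = activation of at least 50%, plus an integration ratio under a set limit after plate pattern correction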;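 also: plate controls were neutral control wells without compound for no effect and CRF at EC100 for full effect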
MEKK2 mut-MEK5: MEK5 binding signal on mutant MEKK2 PB1, primary screen, biochemical, multiplex bead flow cytometry, Alexa488-MEK5. Alexa488-MEK5 binding to MEKK2 mutant. percent response, % at 10 µM. actives 0.35% (n = 290,000). AID 1530, 2009; in the data active = percent response above about 24%, passing the limit was not always enough; also: inactives centre near 1; some results filed as inactive read as strong as hits
MEKK3 PB1 HTS: modulators of MEKK3-MEK5 PB1 binding, primary screen, biochemical, wildtype MEKK3, multiplex bead flow cytometry, Alexa488-MEK5; actives 1.4% (n = 290,000); bead-based flow cytometry, Alexa488-MEK5 binding to MEKK3; actives lie on both sides; 0 = blocked by unlabeled MEK5, 100 = vehicle; binding response (% of control), % at 10 µM;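 active = binding response more than 3 SD above or below the average of its plate-row segment, actives on both sides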;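 also: Alexa488 bead fluorescence after subtracting the streptavidin-only scavenger bead signal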
Target sequence (Q99759 whole entry, looked up): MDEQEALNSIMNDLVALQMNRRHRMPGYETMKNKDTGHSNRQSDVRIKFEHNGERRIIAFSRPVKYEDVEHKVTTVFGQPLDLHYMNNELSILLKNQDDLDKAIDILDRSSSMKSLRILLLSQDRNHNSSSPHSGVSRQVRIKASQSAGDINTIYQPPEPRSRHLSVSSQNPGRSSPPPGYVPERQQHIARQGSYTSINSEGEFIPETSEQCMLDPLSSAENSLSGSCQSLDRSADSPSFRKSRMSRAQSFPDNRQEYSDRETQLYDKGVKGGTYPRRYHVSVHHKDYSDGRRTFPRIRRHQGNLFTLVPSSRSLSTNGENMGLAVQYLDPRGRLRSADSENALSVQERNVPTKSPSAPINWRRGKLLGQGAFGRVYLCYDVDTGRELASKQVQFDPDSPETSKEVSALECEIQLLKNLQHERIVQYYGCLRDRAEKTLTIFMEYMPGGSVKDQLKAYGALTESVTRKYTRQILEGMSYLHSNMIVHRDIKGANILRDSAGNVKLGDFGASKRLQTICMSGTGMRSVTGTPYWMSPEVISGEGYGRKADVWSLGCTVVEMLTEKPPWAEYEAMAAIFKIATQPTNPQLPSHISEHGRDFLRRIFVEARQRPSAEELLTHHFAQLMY
CRFR2-BP antag: antagonists of CRF-BP/CRF-R2 complex, primary screen, cell-based, HEK293, calcium dye fluorescence, uHTS. inhibition, % at 11.8 µM. actives 0.59% (n = 350,000). CRF-induced calcium fluorescence. AID 588475, 2011;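 active = inhibition of the ligand-induced calcium signal above about 50% at the single tested concentration, limit read from the data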
HCV NS3 hel inh: inhibitors of HCV NS3 helicase, primary screen, biochemical, Cy5 molecular beacon fluorescence; Hepatitis C virus NS3 helicase; NS3 helicase DNA unwinding; inhibition, % at 10.9 µM; actives 0.56% (n = 290,000); AID 1800, 2009;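 active = inhibition above the mean of all tested compounds plus 3 SD, set per campaign, cut at about 35% in these data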;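 also: 0% = DMSO wells and 100% = thioflavine S control wells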
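Measured by: Cy5 fluorescence, 0 and 60 min reads / Assay system: NS3 helicase fragment of HCV / Control set: low DMSO, high thioflavine S at 110 µM / Times: 1 h reaction at 25 °C, ATP-initiated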
MEKK2 WT-MEK5: modulators of MEK5 binding to wildtype MEKK2, primary screen, biochemical, multiplex bead flow cytometry, Alexa488-MEK5 | Mitogen-activated protein kinase kinase kinase 2 (Homo sapiens), Q9Y2U5 | Alexa488-MEK5 binding to MEKK2 WT; actives lie on both sides | binding response (% of control), % at 10 µM | actives 1.1% (n = 290,000); in the data active = binding response below about 67% or above about 130%
FID counter: compounds displacing fluorescent DNA intercalator, primary screen, artefact control for HCV NS3 helicase inhibitor project, biochemical, FID fluorescence; inhibition, % at 7.9 µM; DNA fluorescent intercalator displacement; actives 0.17% (n = 290,000); in the data active = inhibition above about 37%;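 also: 0% = vehicle and 100% = reference compound; higher means more ethidium bromide displaced from hairpin DNA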
SUMO HTRF inh: inhibitors of in vitro SUMOylation cascade, primary screen, biochemical, HTRF, uHTS; AID 2006, 2009; inhibition, % at 35 µM; HTRF SUMOylation assay, SAE1/SAE2 + UBC9; SUMO-conjugating enzyme UBC9 (Homo sapiens), P63279; actives 0.36% (n = 290,000); in the data active = inhibition above about 50%, passing the limit was not always enough; also: strong numbers were not always called active
Target sequence (P63279 whole entry, looked up): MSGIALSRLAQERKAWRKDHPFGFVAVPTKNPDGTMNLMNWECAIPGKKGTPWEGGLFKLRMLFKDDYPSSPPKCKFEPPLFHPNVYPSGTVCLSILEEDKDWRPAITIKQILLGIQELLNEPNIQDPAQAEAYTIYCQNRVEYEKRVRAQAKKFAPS
* = called active by the depositor; . = not tested or not shown; [ ] = another dose, or the depositor's remark.

Every second line gives: MEKK2 mut-MEK5, SUMO HTRF inh, GalR3 antag, MEKK2 WT-MEK5, CRFR2-BP antag, CRFR2-BP ag, FID counter, HCV NS3 hel inh, MEKK3 PB1 HTS
CCC(C)C(NC(=O)C1CCC(C)CC1)C(=O)NCc1cccnc1 (centres undefined)
→ 3.0, 12.7, -8.2, 106.0, 8.3, -1.9, -14.9, -8.6, 109.0
Cc1cc(C)c2nc(Cl)c(C3NC(=O)c4ccccc4N3)cc2c1 (centres undefined)
→ -5.0, 0.9, -5.1, 97.0, -69.6, 0.3, -2.8, 0.9, 100.0
O=C(NC(=S)NNC(=O)[C@H]1C[C@@H]1c1ccccc1)c1ccc(F)cc1
→ -10.0, 18.5, -1.8, 82.0, 2.3, 17.2, -9.1, 3.1, 90.0
Cc1ccc(/C=N/n2c(-c3cccs3)n[nH]c2=S)cc1
→ 9.0, 3.8, -1.4, 106.0, -1.2, -0.8, -18.1, 7.2, 109.0
COc1ccc(NC(=O)Cn2nnc(C(=O)NCCc3ccc(OC)c(OC)c3)c2N)cc1
→ -16.0, 9.2, -2.5, 2.0*[inhibitor], 16.2, -1.3, -23.5, -3.5, 2.0*[inhibitor]
CC1Cc2ccccc2N1C(=O)CCS(=O)(=O)c1ccc2c(c1)NC(=O)CS2 (centres undefined)
→ 2.0, 0.5, -1.9, 100.0, -5.9, 2.6, -38.5, 4.2, 98.0
CCOc1ccccc1/C=C\c1nc(O)c([N+](=O)[O-])c(=O)[nH]1
→ 4.0, 14.8, -2.6, 102.0, -2.4, -0.8, -4.9, 16.5, 101.0
N=c1c2c3c(sc2ncn1N)CCC3
→ -1.0, 14.2, -0.1, 97.0, -16.6, -0.1, -5.7, -5.3, 102.0
COc1cc([N+](=O)[O-])ccc1NC(=O)C[n+]1ccccc1C
→ 1.0, -6.1, -5.4, 103.0, -0.8, -0.5, 9.7, 1.4, 100.0
CCOC(=O)c1ccc(N(C(=O)c2cnccn2)C(C(=O)NC2CCCCC2)c2cn(C)nc2C)cc1 (centres undefined)
→ -5.0, 13.4, -2.2, 96.0, -14.8, 1.3, -26.1, 4.2, 99.0
O=C(COc1ccccc1Cl)c1ccc[nH]1
→ -10.0, 45.9, -4.3, 84.0, -28.6, 2.6, -1.0, 3.0, 95.0
COc1cc(/C=C2/C(=N)N3C(=NC2=O)SN=C3S(C)(=O)=O)ccc1OS(=O)(=O)c1ccccc1
→ -4.0, 22.1, ., 94.0, ., ., -6.3, -2.1, 98.0
CCOc1ccccc1CNC(=O)C1Cc2cc(S(=O)(=O)N3CCCCC3)ccc2N1C(C)=O (centres undefined)
→ 8.0, 3.7, 0.7, 106.0, -4.3, 2.3, -42.9, -6.6, 103.0
CCOC(=O)N1CCC(NC(=O)C2CCN(S(=O)(=O)c3c(C)noc3C)CC2)CC1
→ 6.0, -3.7, 3.4, 103.0, -9.6, 0.1, -19.8, -0.5, 102.0
CN(CC(=O)NCC1CCCCC1)S(=O)(=O)c1ccc(F)cc1
→ -1.0, 5.6, -8.1, 96.0, -7.9, 1.0, -20.0, 3.6, 100.0
CCCCSc1nnc([C@H](CC(C)C)NC(=O)OC(C)(C)C)o1
→ -2.0, 7.9, -5.5, 98.0, -19.3, 3.8, -32.3, 3.2, 98.0
Cc1ccc(S(=O)(=O)n2nc(OC(=O)c3ccco3)cc2N)cc1
→ -1.0, ., 0.9, 96.0, 60.0*, 7.5, -1.0, -3.1, 101.0
COc1ccc(CNC(=O)c2cc(C)nn2-c2ccccc2)cc1
→ -1.0, 6.3, -3.0, 103.0, 9.9, -2.7, -6.9, 12.0, 102.0
Cc1ccc(C(=O)NCc2ccc3c(c2)CCO3)cc1C
→ 9.0, 9.4, -0.4, 107.0, -5.4, 0.1, -11.5, 0.7, 104.0
COc1ccccc1CNC(=O)C1CCC(=O)N1C(C)C (centres undefined)
→ 0.0, 2.1, 4.2, 104.0, -5.1, 1.6, 2.7, 14.3, 103.0
COC(=O)C1=C(C)NC2=C(C(=O)CC(c3cccs3)C2)C1c1ccsc1 (centres undefined)
→ -2.0, 0.2, -0.7, 99.0, 6.9, -2.0, -15.4, 8.8, 101.0
CCOC(=O)C1=NN(C(=O)c2ccccc2)C(O)(c2ccc(C)cc2)C1 (centres undefined)
→ -3.0, -14.9, -5.3, 90.0, -4.3, 104.8*, -18.8, 44.4*, 94.0
COc1cc(C(=O)NCc2nnc(SCC(=O)NCc3ccco3)o2)cc(OC)c1OC
→ 0.0, 15.1, 1.4, 104.0, -9.5, -0.6, -14.8, 2.3, 98.0
O=C(O)c1ccc(CSc2nnnn2-c2ccc(F)cc2)cc1
→ 4.0, 10.0, -4.8, 98.0, 0.0, 0.6, -10.7, 5.0, 99.0
Cc1n[nH]c(C)c1S(=O)(=O)Nc1ccc2c(c1)OCCO2
→ -4.0, -2.0, -2.1, 93.0, -13.0, 1.7, 1.2, 1.8, 90.0
CC(c1ccccc1)C1CC(=O)N(c2cc(Cl)ccn2)C1=O (centres undefined)
→ -21.0, 3.2, -1.4, 91.0, -33.9, 0.4, -2.8, -8.5, 92.0
C=CCOc1ccc(CN(C)C(=O)CNC(=O)c2ccc(-c3ccccc3)cc2)cc1
→ -5.0, -16.3, -6.2, 92.0, 11.1, -0.4, -20.9, 6.2, 97.0
Nc1ncc(Br)cc1Br
→ 23.0, -12.9, 2.6, 110.0, -6.2, -1.4, 0.7, 6.0, 98.0
Cc1ccc(NC(=O)C2CCCN2C(=O)OCc2ccccc2)c(O)c1 (centres undefined)
→ 0.0, 4.7, -7.5, 98.0, -4.5, -2.1, -21.9, 3.2, 97.0
c1ccc(Oc2cc(-n3cncn3)ncn2)cc1
→ 0.0, -0.8, -2.0, 101.0, 0.0, 1.4, -0.8, -6.8, 103.0
Cc1cc2oc(=O)c(CC(=O)NCCCN(C)C)c(C)c2c2occ(C(C)(C)C)c12
→ 1.0, 16.8, ., 118.0, -17.4, 0.3, 37.0*, -40.7, 98.0
Cc1ccc(-c2cc(-c3n[nH]c(=S)o3)c3ccccc3n2)cc1
→ -1.0, 22.8, -5.5, 90.0, 42.7, -1.7, -12.5, 3.8, 100.0
COC(=O)Nc1ccc(S(=O)(=O)N2c3ccccc3CCC2C)cc1 (centres undefined)
→ 7.0, -0.5, -8.4, 101.0, 15.2, 4.2, -10.1, -7.1, 107.0
CCN(CC(=O)NC1CCS(=O)(=O)C1)S(=O)(=O)c1ccc2ccccc2c1 (centres undefined)
→ -1.0, -3.4, -4.0, 105.0, 19.6, 1.2, -4.2, 3.6, 106.0
CC(=O)c1ccc(NC(=O)CCc2c(C)nn(-c3ccc(N4CCOCC4)nn3)c2C)cc1
→ 1.0, 3.2, -0.4, 95.0, 9.5, 0.6, -36.4, 5.3, 99.0
Cn1c(CN2CCN(CC#N)CC2)c(C#N)c2ccccc21
→ 5.0, 7.3, -10.0, 100.0, 8.1, 2.8, 0.2, 3.7, 102.0
Cc1ccc(NC(=O)COC(=O)CNC(=O)c2cccc([N+](=O)[O-])c2)cc1S(=O)(=O)N1CCCCCC1
→ -1.0, -7.6, -2.4, 106.0, -21.8, 2.5, -9.3, -7.1, 102.0
CCOC(=O)CNC(=O)C(CO)NC(=O)OCc1ccccc1 (centres undefined)
→ -2.0, 2.6, -2.7, 101.0, -0.5, -1.3, -3.3, 4.0, 98.0
Cc1cc(NCCN2CCOCC2)n2c(nc3ccccc32)c1C#N
→ 5.0, 32.6, 0.2, 114.0, 22.5, 0.6, 6.2, 4.2, 109.0
CCN(CC)C1CCN(C(=O)c2cc(COc3ccc(-n4cncn4)cc3)on2)C1 (centres undefined)
→ -1.0, 4.6, 3.6, 106.0, 4.0, -1.8, 3.1, 4.8, 101.0
CC(=O)N1CCCc2ccc(NS(=O)(=O)c3ccc(C)c(C)c3)cc21
→ -6.0, -5.4, -12.3, 99.0, 6.2, 0.2, -38.0, -8.6, 97.0
CCc1ccc2oc(-c3cc(N)cc(C)c3O)nc2c1
→ 7.0, -3.4, 1.2, 98.0, -27.4, 0.2, -5.2, -1.4, 104.0
O=C(c1ccco1)N1CCc2[nH]nc(-c3ccc(Cl)cc3)c2C1
→ 1.0, 3.1, -0.2, 105.0, -17.6, -1.1, -22.2, 2.1, 103.0
CC(=O)CCN1CCOCC1
→ 2.0, 6.7, 1.8, 102.0, 9.1, 1.4, -2.2, -3.0, 96.0
O=C(Cn1c(=O)oc2cc(S(=O)(=O)N3CCCC3)ccc21)NCc1ccccn1
→ 6.0, 4.7, -0.3, 106.0, 4.5, -0.3, -7.5, 20.9, 106.0
CCOC(=O)C1CCN(C(=O)COc2ccc(N(C)S(=O)(=O)c3ccc(OCC)cc3)cc2)CC1
→ -9.0, 13.1, -3.2, 83.0, -29.8, -0.2, -31.4, -6.1, 91.0
O=C(CCCc1ccccc1)N=C1SC2CS(=O)(=O)CC2N1c1ccccc1 (centres undefined)
→ -7.0, ., -3.0, 99.0, -1.1, 0.3, -26.4, -0.5, 101.0
O=C(O)Cn1nnc(COc2ccccc2)n1
→ 0.0, 6.6, -2.9, 96.0, 13.6, -0.2, -1.6, -11.5, 103.0
Cc1ccc(CN2CCN(CC(=O)N/N=C/c3ccccc3F)CC2)cc1
→ 8.0, 1.6, -3.5, 104.0, -0.7, 0.2, -0.1, -0.2, 104.0
CCCNC(=O)NCCc1c(C)[nH]c2ccccc12
→ 2.0, 1.9, 4.5, 103.0, -4.5, -0.4, -6.7, 6.1, 106.0

As a short view, part of the list above.
Every second line gives: MEKK2 mut-MEK5, SUMO HTRF inh, GalR3 antag, MEKK2 WT-MEK5, CRFR2-BP antag, CRFR2-BP ag, FID counter, HCV NS3 hel inh, MEKK3 PB1 HTS
CC(=O)N1CCCc2ccc(NS(=O)(=O)c3ccc(C)c(C)c3)cc21
→ -6.0, -5.4, -12.3, 99.0, 6.2, 0.2, -38.0, -8.6, 97.0
CCc1ccc2oc(-c3cc(N)cc(C)c3O)nc2c1
→ 7.0, -3.4, 1.2, 98.0, -27.4, 0.2, -5.2, -1.4, 104.0
O=C(c1ccco1)N1CCc2[nH]nc(-c3ccc(Cl)cc3)c2C1
→ 1.0, 3.1, -0.2, 105.0, -17.6, -1.1, -22.2, 2.1, 103.0

New compounds follow:
Every second line gives: MEKK2 mut-MEK5, SUMO HTRF inh, GalR3 antag, MEKK2 WT-MEK5, CRFR2-BP antag, CRFR2-BP ag, FID counter, HCV NS3 hel inh, MEKK3 PB1 HTS
CCOC(=O)c1n[nH]n(-c2cc(Cl)cc(Cl)c2)c1=O
→ 3.0, 8.5, -5.1, 104.0, -3.4, 0.6, -1.0, 7.5, 101.0
O=C(Nc1ccccc1N1CCN(c2ccccc2)CC1)c1ccccc1F
→ -5.0, -8.3, -5.1, 95.0, -21.3, -0.2, -2.5, -0.6, 100.0
O=C(O)c1ccc(NC(=S)Nc2ccccc2)cc1
→ -1.0, -0.4, -2.5, 101.0, 14.0, -3.1, 2.0, 2.8, 104.0
COC(=O)N1C/C=C\C(c2ccc(OC)cc2)N(Cc2ccc(F)cc2)C(=O)C1 (centres undefined)
→ 3.0, -31.4, -8.5, 94.0, 37.4, -1.1, ., ., 96.0
Cc1ccc(-c2ccnc3c(Cl)c(C)nn23)cc1
→ 3.0, 13.8, -5.5, 98.0, -4.2, -0.2, -20.5, 7.9, 98.0

These rows are one share of the data (hit frequency here may not be typical).
